Compound activity (PubChem)
RECQ1 inh: inhibitors of human RECQ1 DNA helicase | RECQ1 DNA unwinding, red fluorescence kinetic read | Potency, µM (titrated, usually from 57.3 µM), inactives show at the highest dose activity, negative = inhibition, hits mostly inhibitors | 240,000 tested, 0.54% active | AID 2549;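 also: plate controls were vehicle for no effect and no enzyme for full effect; nearly all actives have a fitted effect of over 30% in size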
Target sequence (P46063 whole entry, looked up): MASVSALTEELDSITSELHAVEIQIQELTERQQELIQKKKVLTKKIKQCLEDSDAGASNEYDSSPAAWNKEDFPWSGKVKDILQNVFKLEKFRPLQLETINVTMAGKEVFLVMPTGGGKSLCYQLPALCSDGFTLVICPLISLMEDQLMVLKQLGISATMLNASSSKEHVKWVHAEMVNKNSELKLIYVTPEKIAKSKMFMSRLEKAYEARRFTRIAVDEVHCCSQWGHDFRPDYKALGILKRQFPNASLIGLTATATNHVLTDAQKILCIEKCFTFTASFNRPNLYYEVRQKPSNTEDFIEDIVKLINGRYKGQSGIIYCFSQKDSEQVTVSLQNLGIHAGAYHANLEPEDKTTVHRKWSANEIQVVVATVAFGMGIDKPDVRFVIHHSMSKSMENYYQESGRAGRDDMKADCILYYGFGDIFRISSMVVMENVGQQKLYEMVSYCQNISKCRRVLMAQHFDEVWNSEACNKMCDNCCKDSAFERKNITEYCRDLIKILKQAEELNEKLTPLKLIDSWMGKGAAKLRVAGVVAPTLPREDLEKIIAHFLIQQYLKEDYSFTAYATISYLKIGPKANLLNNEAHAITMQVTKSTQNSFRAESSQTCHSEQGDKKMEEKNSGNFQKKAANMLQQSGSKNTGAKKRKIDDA
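RECQ1T1 50 nM; forked duplex (20 bp + 30-nt ss tails) 200 nM, ATP 2 mM final; pH 8.0, 2 mM MgCl2, 2.5 ug/ml poly(dI-dC); 15 min compound preincubation; discontinuous kinetic read over 2 h at RT.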
TR SRC2 fluor cs: alters Texas Red total fluorescence, flagging assay interference | TRb/SRC2 Texas Red total fluorescence interference | Potency, µM (titrated, usually from 106 µM), inactives show at the highest dose fluorescence change, negative = quenching | 280,000 tested, 0.29% active | AID 1479; active = well fitted curve in either direction with a large enough effect; inconclusive = small, poorly fitted or top-dose-only effect; also: % is scaled to controls: 0 for no effect and ±100 for the full control effect
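Human TRb ligand-binding domain at 0.6 uM with 20 nM Texas Red SRC2 peptide in Tris buffer containing 1 uM T3 and 5% DMSO, incubated with compound 5 h at ambient temperature. Total fluorescence (555/632 nm) calculated as parallel + 2 × perpendicular.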
L3MBTL1 inh: blocks human L3MBTL1; Potency, µM (doses to about 57.1 µM), for the others: at the top dose activity, negative = inhibition, usual class: inhibitors; AlphaScreen L3MBTL1–H3K9me1 peptide binding; AID 485360; 230,000 tested, 0.66% active; also: % is scaled to controls: 0 for no effect and ±100 for the full control effect; nearly all actives have a fitted effect of over 60% in size
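Displacement of a biotinylated histone H3(1-15) peptide monomethylated at Lys9 (75 nM) from L3MBTL1 (50 nM) was measured by AlphaScreen after a 30 min room-temperature compound incubation; cefsulodin titration served as intraplate control.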
TRb SRC2 PPI: inhibitors of human thyroid hormone receptor beta-SRC2 interaction. TRbeta-SRC2 peptide binding, fluorescence polarization; receptor liganded with 1 µM T3. Potency, µM (doses to about 106 µM), inactives show top-dose activity change, negative = inhibition, hits mostly inhibitors. 280,000 tested, 0.065% active. AID 1469;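 also: plate controls were bound peptide for no effect and peptide without receptor for full effect; nearly all actives have a fitted effect of over 50% in size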
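Fluorescence polarization of 20 nM Texas Red SRC2 peptide (20-aa NR interaction domain) bound to 0.6 uM human TRb ligand-binding domain, with 1 uM T3, after 5 hr at ambient temperature; inhibition seen as decreased polarization.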
Tau fluor counter: counter-screen for tau fibril formation inhibitors; tau K18 P301L Alexa594 fluorescence, heparin fibrillization; Potency, µM (top dose mostly 57.7 µM), for inactives: top-dose activity change, negative = decrease; 280,000 tested, 0.93% active; AID 1463; also: % is scaled to controls: 0 for no effect and ±100 for the full control effect; nearly all actives have a fitted effect of over 55% in size
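Human K18 P301L tau (15 uM unlabeled plus 0.24 uM Alexa 594-labeled, final) in 100 mM sodium acetate pH 7 was mixed with compound and 20 uM heparin and incubated 6 hr at 37 C.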
Tau fibril ThT: tau fibrillization inhibition (ThT binding); recombinant tau K18 P301L, heparin-induced fibrillization, ThT fluorescence; Potency, µM (titrated, usually from 57.4 µM), without a hit: at the highest dose activity, negative = inhibition, most hits filed as inhibitors; AID 1460; P10636; 270,000 tested, 2.1% active; also: % is scaled to controls: 0 for no effect and ±100 for the full control effect; nearly all actives have a fitted effect of over 55% in size
Target sequence (P10636 561-689 P618L limits assumed): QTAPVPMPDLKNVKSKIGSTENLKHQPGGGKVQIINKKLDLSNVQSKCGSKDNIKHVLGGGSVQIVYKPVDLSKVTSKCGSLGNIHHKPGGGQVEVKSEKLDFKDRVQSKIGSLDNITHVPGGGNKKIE
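Fibril formation assay: tau K18 P301L at 15 uM with trace Alexa 594 label, heparin inducer 20 uM, pH 7 sodium acetate buffer, 37 C for 6 hr; endpoint ThT signal.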
Tau FP inhib: tau fibrillization inhibition (FP); P10636; K18 P301L tau heparin fibrillization, Alexa594 FP, 6 h; Potency, µM (series often up to 57.7 µM), for the others: at the top dose activity, negative = inhibition, actives largely listed as inhibitors; 280,000 tested, 0.39% active; AID 1468; also: % is scaled to controls: 0 for no effect and ±100 for the full control effect; nearly all actives have a fitted effect of over 55% in size
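Heparin (20 uM) drove fibril formation of recombinant tau K18 P301L, 15 uM unlabeled with 0.24 uM Alexa 594 label, for 6 hr at 37 C in 100 mM sodium acetate pH 7. Fluorescence polarization (555/632 nm) read 1 hr after 30 uM ThT.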
HTT cytoprotect: cytoprotection in Huntington HTT-Q103 PC12 cell model; Potency, µM (titrated, usually from 56.4 µM), without a hit: cytoprotection (ATP increase), actives largely listed as activators; 230,000 tested, 0.14% active; PC12 HTT-Q103 induced, cytoprotection, ATP luminescence, 40 h;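 also: % of control where 0% means no effect; nearly all actives have a fitted effect of over 45% in size; toxic huntingtin expression switched on by the ecdysone agonist tebufenozide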
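Rat PC12, Q103 Htt exon1-GFP fusion, ecdysone promoter; tebufenozide inducer 100 nM final; compound titration; qHTS, 1500 cells/well; ATPlite luminescent read.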
Numbers without * were called inactive; i = inactive; ? = inconclusive; . = not tested or not shown; & = joins results of further samples; [ ] = another dose, or the depositor's remark. Unless noted, calls follow the shape of the dose curve; as a rule, active = well fitted curve in the direction sought with a large enough effect; inconclusive = small, poorly fitted or top-dose-only effect, or another doubt; inactive = no such curve, though single readings can be large; an effect the other way counts as inactive or inconclusive. Potency is read from the fitted curve at half-maximal effect.

SMILES	RECQ1 inh	TR SRC2 fluor cs	L3MBTL1 inh	TRb SRC2 PPI	Tau fluor counter	Tau fibril ThT	Tau FP inhib	HTT cytoprotect
CC(C)OC(=O)CCc1nc2ccccc2[nH]c1=O	-1%	-8%	5%[11.4 µM]	-4%	-6%	-16%	2%	-8%
COC(=O)c1cn(NC(=O)Cc2ccc(Cl)c(Cl)c2)c(=O)c2ccccc12	-11%	1%	5%	2%	-27%	-6%	?	.
NS(=O)(=O)c1ccc(N/N=C2/CCCCC2C2CCCCC2)c([N+](=O)[O-])c1 (configuration not stated)	2µM*	0%	?	-5%	?	?	?	4%[10 µM]
CC(C)(C)NC(=O)COc1ccc(CNn2nnnc2N)cc1	i	-4%	0%	-2%	-1%	4%	-1%	-11%[10 µM]
CCN1CCN(CCCOc2ccccc2-c2ccccc2)CC1	i	-11%	8%	-4%	9%	2%	3%	.
Cc1sc(NC(=O)c2ccc(Cl)s2)c(C(N)=O)c1C	-14%	-11%	-2%	-4%	-18%	?	-12%	-35%[10 µM]
COc1ccc2cc3cc(C(=O)NCCc4ccccc4)sc3nc2c1Cl	.	-2%	.	2%	-19%	?	?	.
COc1cc(CNC2CCCC2)cc(Cl)c1OCc1ccccc1Cl	-1%	-3%	8%	-8%	-11%	-9%	1%	-8%
COc1cc(OC)nc(-n2ncc(Br)c(Br)c2=O)n1	i	0%	7%	5%	-13%	10µM*	?	.
Cc1ccc(OCC(=O)Nc2ccc(C)c(S(=O)(=O)N3CCCCC3)c2)c([N+](=O)[O-])n1	-2%	10%	-6%	-3%	-3%	-10%	-2%	3%[10 µM]
CC(C)N1CCC(N2CCN(Cc3cc4c(cc3Cl)OCO4)CC2CCO)CC1 (configuration not stated)	i	-2%	-2%	-8%	13%	4%	1%	-4%[10 µM]
CN(C)/C=C(\C#N)c1nc2ccccc2[nH]1	-3%	-2%	0%	-8%	5%	-2%	4%	-12%[10 µM]
S=P(c1ccc(N2CCOCC2)cc1N1CCOCC1)(N1CCOCC1)N1CCOCC1	-4%	-1%	4%	-3%	0%	-2%	-6%	10%[10 µM]
Cc1nnc(SCc2nc3scc(-c4ccccc4)c3c(=O)[nH]2)s1	-1%	-4%	12%	6%	-7%	-3%	-5%	5%[10 µM]
COc1ccc(S(=O)(=O)Nc2ccc3c(c2)sc(=O)n3C)cc1Cl	.	?	.	-7%	?	-3%	-10%	.
CC(=O)NC1CC2CCCC(C1)N2CC(=O)NCc1ccc(F)cc1 (configuration not stated)	-9%	-2%	.	-4%	1%	-3%	8%	1%[10 µM]
CCCCNC(=O)CN(C1CCCCC1)S(C)(=O)=O	-10%	-3%	2%	-1%	1%	1%	4%	-4%[1.9 µM]
COc1ccccc1CC(=O)NC1CCCc2ccccc21 (configuration not stated)	i	0%	7%	-6%	-15%	-10%	-6%	-4%[10 µM]
CCC1(NC(C)=O)CC2CC1CC2NC(C)=O (configuration not stated)	0%	0%	2%	-6%	1%	0%	-7%	-19%[10 µM]
CCCc1cc(C(N)=O)c(NC(=O)c2ccoc2C)s1	0%	0%	3%	2%	?	?	-9%	11%[10 µM]
CC(C)NC(=O)C1CCN(C2CCN(CC3CC=CCC3)CC2)CC1 (configuration not stated)	i	-1%	5%	3%	1%	-3%	0%	0%[10 µM]
CCn1c(=O)cc(OCC(=O)NCc2ccc(C)o2)c2ccccc21	-26%	0%	-5%[11.4 µM]	1%	9%	-11%	5%	-10%[10 µM]
CCc1ccc(Nc2nc(N)nc(CSc3nc4ccccc4s3)n2)cc1	-5%	-8%&1%	-9%	4%&-3%	?	9%&8%	?	18%[10 µM]
O=C(NCCc1c[nH]c2ccccc12)C(=O)NCC1OCCN1S(=O)(=O)c1ccc(Cl)cc1 (configuration not stated)	-3%	0%	-15%	6%	?	-6%	?	.
O=C(NCc1cccs1)c1ccc(Cl)c(S(=O)(=O)N2CCCC2)c1	-2%	-1%	-3%	-3%	2%	8%	0%	.

Going on with the list:
SMILES	RECQ1 inh	TR SRC2 fluor cs	L3MBTL1 inh	TRb SRC2 PPI	Tau fluor counter	Tau fibril ThT	Tau FP inhib	HTT cytoprotect
COc1ccc(S(=O)(=O)N2CCCCC2)cc1NC(=O)c1cccnc1SC	-7%	0%	.	-5%	-4%	.	-11%	-25%[10 µM]
c1ccc2c(-c3nc(-c4ccncc4)no3)cccc2c1	-7%	0%	22%	-1%	-15%	?	-3%	-16%
Cc1cccc(-c2nnn3c2nc(NCCc2ccc(S(N)(=O)=O)cc2)c2ccccc23)c1	i	-2%&-1%	9%	-3%&2%	-28%&-18%	5%&-4%	?	.
COc1ccc(CN2CCC(N3CCC(C(=O)N4CCOCC4)CC3)CC2)c(F)c1	i	-4%	6%	1%	0%	3%	-12%	-10%
Cc1cc(C)n(-c2nc3c(c(=O)[nH]c(=O)n3C)n2CCc2ccccc2)n1	i	-4%	.	0%	-9%	-11%	0%	-18%
COc1ccc(Cc2nc(C(=O)NCc3ccccc3OC)cs2)cc1	-9%	-6%	4%	4%	-14%	?	-1%	-23%
COc1cc(OC)cc(C(=O)N2CCN(C(=O)COc3ccc(C)cc3)CC2)c1	.	-1%	.	4%	-8%	-5%	-11%	.
COc1cccc2c1Oc1ncccc1N(C(=O)CCC(=O)NC(C)C)C2	.	1%	.	5%	0%	1%	2%	.
Cc1ccccc1OCc1nc(-c2ccc(NC(=O)c3ccco3)cc2)no1	i	-2%	5%	-5%	?	?	?	34%[10 µM]
COC(=O)c1c(C(=O)OC)c(C)n(Cc2ccco2)c1C	3%	-5%	-2%	-6%	2%	-5%	-3%	-2%
CC(C)(C)CC(C)(C)NC(=O)Nc1cccc([N+](=O)[O-])c1	i	-2%	-1%	8%	?	-3%	-3%	7%[10 µM]
O=C(N1CCOCC1)n1nnc2ccccc21	-5%	2%	0%	-1%	-2%	-6%	5%	-58%[inhibitor]
CCO[C@H]1OC(C(=O)NC2CC2)=C[C@@H](c2c[nH]c3ccccc23)[C@@H]1CCCO	i	-1%	.	-2%	13%	6%	6%	7%[10 µM]
CCOc1ccc(N2C(=O)CS/C2=C(\C(Cl)=C(Cl)Cl)[N+](=O)[O-])cc1	-8%	7%	.	12%	?	16µM*	?	-6%
O=[N+]([O-])c1cccc(Cl)c1NCCNS(=O)(=O)c1ccccc1	-15%	0%	-4%	-14%	-25%	?	?	-26%
CC(C)(C)C(=O)Nc1cc(S(=O)(=O)Nc2ccc(Cl)cc2)ccc1O	i	0%	.	2%	-19%	-2%	-3%	-38%[inhibitor]
CCOc1ccccc1CNC(=O)c1cccc(NC(=O)c2nsc3ccccc23)c1	.	1%	.	-6%	-29%	4%	-13%	.
CC(C)c1ccc(NC(=O)CSc2ncnc3c2sc2ccccc23)cc1	.	-1%	.	-5%	-23%	10%	-11%	.
CCOC(=O)Cc1csc(NC(=O)CSc2nnnn2-c2ccc(CC)cc2)n1	i	-1%	1%	2%	-20%	-9%	2%	-2%
Cc1ccc(NC(=O)Cn2c(=O)n(Cc3ccco3)c(=O)c3oc4ccccc4c32)cc1C	.	-2%	.	7%	4%	?	-18%	.
CCn1c(SCc2ccccc2)nnc1-c1cccs1	4%	-4%	4%	-8%	-2%	-1%	3%	-9%[10 µM]
Cn1c(=O)oc2cc(S(=O)(=O)Nc3ccc(O)cc3)ccc21	.	5%	-10%	3%	-14%	-8%	-6%	.
CCOc1ccc(NC(=O)CN(c2ccc(C)cc2)S(=O)(=O)c2cccs2)cc1	.	-1%	.	-9%	-11%	13%	-11%	.
CC(C)(C)c1ccc(NC(=O)Cn2cnc3cc([N+](=O)[O-])ccc3c2=O)cc1	8%	-2%	.	4%	?	-11%	5%	10%
O=C(CNC(=O)c1ccco1)OCC(=O)c1ccc(Cl)cc1	18%	-2%	-5%	8%	5%	-1%	7%	-11%[10 µM]

Looked up by structure from the list above:
SMILES	RECQ1 inh	TR SRC2 fluor cs	L3MBTL1 inh	TRb SRC2 PPI	Tau fluor counter	Tau fibril ThT	Tau FP inhib	HTT cytoprotect
COc1ccccc1CC(=O)NC1CCCc2ccccc21 (configuration not stated)	i	0%	7%	-6%	-15%	-10%	-6%	-4%[10 µM]
CC(C)(C)CC(C)(C)NC(=O)Nc1cccc([N+](=O)[O-])c1	i	-2%	-1%	8%	?	-3%	-3%	7%[10 µM]
CC(=O)NC1CC2CCCC(C1)N2CC(=O)NCc1ccc(F)cc1 (configuration not stated)	-9%	-2%	.	-4%	1%	-3%	8%	1%[10 µM]
COc1ccc(Cc2nc(C(=O)NCc3ccccc3OC)cs2)cc1	-9%	-6%	4%	4%	-14%	?	-1%	-23%

(listing goes on)
SMILES	RECQ1 inh	TR SRC2 fluor cs	L3MBTL1 inh	TRb SRC2 PPI	Tau fluor counter	Tau fibril ThT	Tau FP inhib	HTT cytoprotect
CCN1CCN(C(=O)CCc2nc3ccccc3c(=O)[nH]2)CC1	-3%	0%	4%	-4%	-2%	1%	-1%	1%
COc1ccc(/C=C/C(=O)OCC(=O)NCC2CCCO2)cc1 (configuration not stated)	14%	1%	5%	7%	0%	-5%	-2%	.
C#CCNC(=O)c1cc2sccc2n1C	-3%	-4%	7%	0%	-8%	-12%	-6%	-10%[10 µM]
Cc1cc(C)cc(OCC(=O)Nc2ccc(S(=O)(=O)Nc3onc(C)c3C)cc2)c1	.	-24%	.	-1%	2%	-6%	14%	.
S=C(Nc1ccccc1)N1CCN(Cc2ccccc2)CC1	i	-1%	.	4%	-12%	-6%	-5%	8%[10 µM]
COC(=O)Cc1c(O)ccn(CCc2c[nH]c3ccc(OC)cc23)c1=O	-6%	-6%	5%	-1%	-8%	-17%	2%	-2%[10 µM]
CN1C(=O)C(O)(c2sc(N)nc2-c2ccccc2)c2ccccc21 (configuration not stated)	?	-2%	1%	-5%	-1%	-14%	3%	7%
CCCCc1nc2c(c3c1C[C@H](C)OC3)CN(C(=O)c1cccnc1)CC2	i[11.5 µM]	-6%[11.2 µM]	.	1%[11.2 µM]	-2%[11.6 µM]	3%[11.5 µM]	-2%[11.6 µM]	10%[10 µM]
CCOC(=O)C(NCc1ccccc1)(NC(=O)c1ccccc1)C(F)(F)F (configuration not stated)	-10%	-1%	.	-15%	-16%	-22%	-11%	0%

This is a subset; count on the stated rates, not on these rows.
